CCT modulator – modulators of cytosolic chaperonin (CCT/TRiC) activity; 0.3% of 360,000 active; purified chaperonin ATPase assay, HTRF ADP detection, 30 min; activity change, % (test concentration not listed), hits read low; AID 651819; in the data active means activity change below about -30%; further: on the % scale 0 is the no-effect control and ±100 the full control effect
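We incubate TRiC, 40 or 20 nM final, with library compounds at 76 uM and 10 uM ATP for 30 min at 37 °C. ADP formed is detected with Transcreener HTRF reagents after 30 min at room temperature.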
PLK1 PBD block – inhibitors of human PLK1 polo-box domain binding. Potency, µM, for the others: max response, negative = inhibition, usual class: inhibitors. Plk1 PBD binding of FITC phosphopeptide, fluorescence polarization. P53350. 2.8% of 360,000 active; further: potency means the concentration at half of the fitted maximal effect; series mostly up to about 57 µM; on the % scale 0 is the no-effect control and ±100 the full control effect; nearly all actives have a fitted effect of over 65% in size
PI5P4Ka inh – blocks human PI5P4K alpha kinase activity; P48426; PI5P4Kalpha enzyme, ADP-Glo luminescence, 60 min; hits give low values; max response, %; 1.2% of 330,000 active; AID 652105; active means max response of -50% or lower; inconclusive means between -30% and -50%; inactive means -30% or higher; further: value at the top dose of about 77 µM; on the % scale 0 is the no-effect control and ±100 the full control effect
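Human PI5P4Kalpha with substrate in 0.038 M HEPES pH 7.4, 0.28 mM EGTA, 0.1% CHAPS, 5% DMSO; reaction started with 5 microM ATP (final), 60 min at room temperature. ADP formed read by ADP-Glo luminescence.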
WRN helicase inh – blocks human WRN helicase | WRN helicase unwinding, fluorescent forked duplex, kinetic | Potency, µM (highest dose often 114 µM), for the others: top-dose activity change, negative = inhibition, usual class: inhibitors | 0.46% of 360,000 active | AID 651768; further: potency means the concentration at half of the fitted maximal effect; on the % scale 0 is the no-effect control and ±100 the full control effect; nearly all actives have a fitted effect of over 55% in size
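WRN at 20 nM final preincubated with compound 15 min at room temperature; reaction started with 100 nM fluorophore/quencher forked duplex oligonucleotide and 2 mM ATP final. Unwinding followed kinetically by red fluorescence (ex 525, em 598 nm).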
EPAC1 antagonist – blocks human EPAC1 exchange factor. O95398. EPAC1 GEF assay, Rap1b-BODIPY-GDP exchange fluorescence. Potency, µM (series often up to 115 µM), for the others: at the top dose activity change, negative = inhibition, hits mostly inhibitors. 0.14% of 360,000 active;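 further: potency means the concentration at half of the fitted maximal effect; plate controls were vehicle for no effect and positive control for full effect; nearly all actives have a fitted effect of over 50% in size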
Target sequence (O95398 whole entry, looked up): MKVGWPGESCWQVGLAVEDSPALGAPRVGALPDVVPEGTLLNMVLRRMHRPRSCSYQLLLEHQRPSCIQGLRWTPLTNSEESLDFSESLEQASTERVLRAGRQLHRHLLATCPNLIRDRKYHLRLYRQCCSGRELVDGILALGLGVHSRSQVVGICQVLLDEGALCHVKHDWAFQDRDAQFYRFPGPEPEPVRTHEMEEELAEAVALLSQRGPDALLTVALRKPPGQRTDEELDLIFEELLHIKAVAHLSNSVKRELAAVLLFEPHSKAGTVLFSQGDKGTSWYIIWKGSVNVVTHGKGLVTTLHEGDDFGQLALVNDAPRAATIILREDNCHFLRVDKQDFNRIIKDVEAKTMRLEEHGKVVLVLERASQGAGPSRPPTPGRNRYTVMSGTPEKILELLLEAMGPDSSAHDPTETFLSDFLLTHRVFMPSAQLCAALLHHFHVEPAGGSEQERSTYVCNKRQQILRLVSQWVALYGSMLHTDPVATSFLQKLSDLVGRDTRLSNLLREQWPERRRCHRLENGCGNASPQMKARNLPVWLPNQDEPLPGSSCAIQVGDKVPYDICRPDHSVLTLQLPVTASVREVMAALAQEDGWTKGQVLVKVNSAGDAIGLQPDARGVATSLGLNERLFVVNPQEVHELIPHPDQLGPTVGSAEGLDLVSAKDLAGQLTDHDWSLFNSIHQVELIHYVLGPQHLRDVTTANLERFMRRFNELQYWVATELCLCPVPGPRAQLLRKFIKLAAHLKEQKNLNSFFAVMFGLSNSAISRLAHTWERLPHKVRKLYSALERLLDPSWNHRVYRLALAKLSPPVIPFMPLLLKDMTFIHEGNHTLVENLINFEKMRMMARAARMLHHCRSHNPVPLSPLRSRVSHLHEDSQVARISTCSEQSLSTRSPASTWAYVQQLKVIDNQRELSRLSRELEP
EPAC1 ag – activates human EPAC1 exchange factor. O95398. EPAC1 agonist qHTS, biochemical assay; response scale: 100% = response to 6.5 mM cAMP. Potency, µM (top dose mostly 154 µM), for inactives: at the top dose activation, actives largely listed as activators. 0.073% of 360,000 active; further: potency means the concentration at half of the fitted maximal effect; nearly all actives have a fitted effect of over 60% in size
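Nucleotide exchange assay: 100 nM EPAC1 with 250 nM Rap1B loaded with BODIPY-GDP and 50 uM GDP, room temperature. Fluorescence (480/540 nm) read every 5 min for 30 min; signal change normalized to 6.5 mM cAMP as full agonist.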
MmCpn inh – M. maripaludis TRiC chaperonin inhibition | purified Mm-Cpn ATPase, ADP Transcreener TR-FRET | Potency, µM (series often up to 76.9 µM), for the others: at the highest dose activity, negative = inhibition, usual class: inhibitors | 0.031% of 330,000 active | AID 504842; further: potency means the concentration at half of the fitted maximal effect; on the % scale 0 is the no-effect control and ±100 the full control effect; nearly all actives have a fitted effect of over 80% in size
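ATPase read-out: TR-FRET ADP immunoassay (anti-ADP Eu cryptate vs ADP-d2), ex 320 nm, em 590/665 nm; signal drops as ADP forms. Enzyme 25 nM, ATP 10 uM, 30 min at 37°C after 10 min compound preincubation.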
EPAC2 antagonist – EPAC2 (human) antagonism; EPAC2 GEF exchange of Rap1B-BODIPY-GDP, fluorescence; Potency, µM (top dose mostly 114 µM), without a hit: at the highest dose activity, negative = inhibition, usual class: inhibitors; 0.18% of 360,000 active; further: potency means the concentration at half of the fitted maximal effect; on the % scale 0 is the no-effect control and ±100 the full control effect; nearly all actives have a fitted effect of over 45% in size; many of its hits are not listed in these tables
The depositor's hits bear a star; ? = inconclusive; / = not tested or not shown; [ ] = dose if it differs, or a comment. Unless noted, the call rests on the fitted dose curve; in most records, active means well fitted curve in the direction sought with a large enough effect; inconclusive means small, poorly fitted or top-dose-only effect, or another doubt; inactive means no such curve, though single readings can be large; an effect the other way counts as inactive or inconclusive. Only part of the results is shown; the hit share may differ from the screen's.

SMILES	CCT modulator	PLK1 PBD block	PI5P4Ka inh	WRN helicase inh	EPAC1 antagonist	EPAC1 ag	MmCpn inh	EPAC2 antagonist
Cn1c(Cc2ccc3c(c2)OCO3)nnc1SCC(=O)NC(C)(C)C	-0.8	2%	3	-2%	-22%	10%	0%	-3%
COc1ccc2c(C(=O)CN3CC(C)OC(C)C3)c[nH]c2c1 (stereo not drawn)	-3.0	-4%	-11	-4%	-5%	-3%	0%	1%
O=C(CN1CCC(N2CCCCC2)CC1)N1CCCc2ccccc21	8.8	-3%	-18	10%	-2%	4%	0%	6%
NC(=O)c1cccnc1	-1.3	-13%	-7	1%	3%	-14%	1%	3%
Cc1nn(CC(=O)N2CCCC2)c(=O)c2cc3cc(F)ccc3n12	0.6	-1%	2	-3%	1%	9%	2%	1%
O=C(NN=Cc1ccccc1OC(F)F)c1cccc(S(=O)(=O)N2CCCC2)c1	-7.2	-3%	-6	-27%	-2%	6%	0%	-4%
O=S(=O)(c1ccc(Cl)cc1)N1CCC(c2nc3ccccc3[nH]2)CC1	-6.6	-5%	5	-3%	-25%	7%	0%	4%
COc1ccc(CCCc2nnc(SCc3nc4ccccc4c(=O)[nH]3)n2C)cc1C	-3.1	-15%	5	10%	13%	16%	3%	-6%
CN=C(Nc1ccc(Cl)cc1)c1ccc(C(F)(F)F)cc1	-6.2	2%	22	-3%	-4%	-14%	-1%	3%
O=C(NC(=S)NCc1cccnc1)c1ccccc1F	-0.6	-2%	2	-7%	15%	-5%	3%	12%
CC(=O)Cn1ncc(N2CCOCC2)c(Br)c1=O	-7.2	-6%	-8	8%	-7%	-6%	-6%	7%
CC(C)=C(C)c1cc2nc(NCCCN(C)C)n(C)c(=O)c2s1	-2.5	-4%	12	-1%	1%	-13%	/	2%
COc1ccc(NC(=O)CSc2nnc(-c3cccc(O)c3)o2)cc1	0.7	?	-1	6%	-8%	-11%	1%	14%
Cc1ccc(Nc2ccc(C(N)=O)cc2[N+](=O)[O-])cc1	-1.9	-7%	-10	5%	-22%	11%	0%	-1%
C=CCn1c(SCC(=O)O)nnc1-c1ccccc1	2.9	-4%	/	-9%	19%	-1%	1%	22%
Cc1cccc(NC(=O)c2nc[nH]c2C(=O)NCCCCCCNC(=O)c2[nH]cnc2C(=O)Nc2cccc(C)c2)c1	-1.0	-5%	2	-1%	2%	-16%	1%	8%
CC1CCC(NC(=O)CCN2C(=O)C3CC=CCC3C2=O)CC1 (stereo not drawn)	-3.1	-4%	0	8%	8%	7%	1%	1%
O=C(CCc1nc(-c2ccccc2Cl)no1)NCCc1ccccc1	1.5	5%	-3	3%	0%	-8%	0%	1%
Cc1ccc(NC(=O)COC(=O)CCNS(=O)(=O)c2c(Cl)cccc2Cl)cc1	-2.7	-5%	1	2%	-14%	6%	1%	-22%
CCC(C)n1c(=N)c(C#N)cc2c(=O)n3cccc(C)c3nc21 (stereo not drawn)	0.6	-20%	4	9%	23%	23%	2%	31%[activator]
O=C(COC(=O)c1ncc(Cl)c(Cl)c1Cl)NC1CCCCCC1	2.6	-4%	7	-13%	6%	4%	?	-3%
COc1ccc(C=O)cc1OC1C=CCCC1 (stereo not drawn)	0.0	-8%	0	3%	13%	-7%	3%	0%
COC(=O)c1ccccc1NC(=O)C1CCN(S(=O)(=O)c2cc(C)ccc2OC)CC1	-2.2	-2%	3	-11%	-12%	15%	0%	-6%
CN1C(=O)C2C=CC1C1C(=O)N(c3ccccc3)C(=O)C21 (stereo not drawn)	0.7	-3%	-4	12%	7%	-7%	1%	13%[57.1 µM]
NCCCC[C@H]1CNC(=S)N1CCCCC1CCCCC1	-0.8	-8%	1	8%	-20%	3%	/	5%

Grouped by structure, those above containing an aryl thioether with sulfur outside any ring (4)
SMILES	CCT modulator	PLK1 PBD block	PI5P4Ka inh	WRN helicase inh	EPAC1 antagonist	EPAC1 ag	MmCpn inh	EPAC2 antagonist
Cn1c(Cc2ccc3c(c2)OCO3)nnc1SCC(=O)NC(C)(C)C	-0.8	2%	3	-2%	-22%	10%	0%	-3%
COc1ccc(CCCc2nnc(SCc3nc4ccccc4c(=O)[nH]3)n2C)cc1C	-3.1	-15%	5	10%	13%	16%	3%	-6%
COc1ccc(NC(=O)CSc2nnc(-c3cccc(O)c3)o2)cc1	0.7	?	-1	6%	-8%	-11%	1%	14%
C=CCn1c(SCC(=O)O)nnc1-c1ccccc1	2.9	-4%	/	-9%	19%	-1%	1%	22%

(listing goes on)
SMILES	CCT modulator	PLK1 PBD block	PI5P4Ka inh	WRN helicase inh	EPAC1 antagonist	EPAC1 ag	MmCpn inh	EPAC2 antagonist
CC(/C=C/c1ccco1)=N\NC(=O)c1cc(C)[nH]n1	-2.0	-4%	/	?	?	4%	-13%	2%
COc1ccc(S(=O)(=O)N(C)CC(=O)Nc2ccc3c(c2)OCO3)cc1OC	-0.7	-5%	-20	-6%	0%	0%	0%	-7%
COc1ccc(NC(=O)CN(C)C(=O)CCCc2c[nH]c3ccccc23)cc1	9.4	2%	4	-13%	-29%	-25%	0%	-6%
Cc1cnc(C(=O)N2CCCC(C(=O)c3ccc(C(F)(F)F)cc3)C2)cn1 (stereo not drawn)	1.2	6%	2	1%	-25%	4%	-2%	-3%
COc1ccccc1C(=O)NNC(=O)C(=O)Nc1cccc(Cl)c1C	0.4	?	-1	-11%	-22%	-6%	1%	-3%
CCOC(=O)Cc1csc(NC(=O)CSc2ncnc3c2cnn3-c2ccc(OC)cc2)n1	0.0	0%	1	-11%	0%	9%	0%	-1%
CN(CC(=O)NCc1ccco1)CC(=O)Nc1c(Cl)cccc1Cl	-4.7	-16%	-3	-17%	11%	11%	1%	-7%
O=C(NNc1c(Cl)cccc1Cl)C1CCC1	-0.3	-13%	1	-31%	7%	7%	1%	-5%
CC(C)CN(C(=O)COc1ccccc1C(=O)NCc1ccccc1)C1CCS(=O)(=O)C1 (stereo not drawn)	-2.9	-10%	-7	4%	-10%	4%	/	-5%
CCCCCCCCN1[C@@H](CC(=O)OCC)c2ccc(C(F)(F)F)cc2S1(=O)=O	-1.0	?	16	-4%	-27%	-23%	/	-5%
CCCNC(=O)/C=C/c1ccc(S(=O)(=O)Nc2ccccc2OC)cc1	0.1	-2%	1	1%	6%	8%	-3%	-7%
Oc1ccc(-c2nccs2)cc1	-3.5	-9%	-5	0%	-2%	-5%	/	23%
CCN1C(=O)c2cccc3c(S(=O)(=O)NCc4cccnc4)ccc1c23	2.0	-3%	0	-18%[57.1 µM]	10%	8%	-5%	-4%
O=C1c2ccccc2N(Cc2ccc(Cl)cc2)C2=NCCN12	-1.4	-5%	0	2%	3%	16%	0%	8%
CCOC(=O)C1(CCOc2ccccc2)CCN(CC2CC2)CC1	-1.4	-4%	3	4%	-19%	-2%	1%	7%
CCO[C@H]1OC(C(=O)O)=C[C@@H](C2CCCCC2)[C@@H]1CCCO	-0.7	?	1	5%	1%	0%	/	5%
COc1cc(OC)cc(C(=O)Nc2ccc(NC(=O)c3ccco3)c(C)c2)c1	0.4	-18%	?	-9%	-9%	1%	0%	1%
CN(C)c1nc(-c2ccccc2)c2cnn(Cc3ccccc3)c2n1	-0.9	-1%	/	-9%	-2%	7%	-1%	-9%
COc1ccc(Cc2n[nH]c(=O)c3ccccc23)cc1OC	-5.2	-8%	/	5%	-10%	-4%	3%	10%
Cc1ccc(S(=O)(=O)N2CCN(C(=O)COC(=O)CNC(=O)c3ccc(C(C)(C)C)cc3)CC2)c(C)c1	-2.9	-8%	1	5%	-12%	-10%	0%	5%
Cc1ccc(S(=O)(=O)Nc2nc(C)c(C(=O)NNS(=O)(=O)c3cc(C)ccc3C)s2)cc1	-1.2	?	-8	-18%	-20%	0%	-2%	-16%
CCC(=O)Nc1ccccc1-c1nc2ccccc2[nH]c1=O	-1.3	-6%	-4	-26%	4%	3%	0%	1%
NC(=O)C1CCN(C(=O)Cc2ccsc2)CC1	-2.1	-3%	5	2%	-3%	-12%	-1%	2%
CN(C(=O)CSc1nc2ccccc2s1)c1c(N)n(Cc2ccccc2)c(=O)[nH]c1=O	-6.3	?	0	-3%	12%	10%	-9%	8%
Cc1ccc(S(=O)(=O)N(C)c2ccc(C(=O)N(C)Cc3nc4ccccc4c(=O)[nH]3)cc2)cc1	1.0	0%	0	-3%	5%	-4%	-1%	12%
Other structures:
SMILES	CCT modulator	PLK1 PBD block	PI5P4Ka inh	WRN helicase inh	EPAC1 antagonist	EPAC1 ag	MmCpn inh	EPAC2 antagonist
Cc1ccccc1-c1cnc(C(O)c2cccc(C)c2C)[nH]1 (stereo not drawn)	-0.1	-8%	3	-1%	6%	2%	/	-11%
CC(C)(C)N=C1NN=C(c2cc3ccccc3o2)CS1	-2.0	-4%	-11	2%	2%	-7%	0%	0%
COc1ccc(Cn2nnnc2CN2CCc3ccccc3C2)cc1	-2.6	-3%	2	-5%	5%	6%	0%	-3%
CC(C)(C)OC(=O)C[C@H]1C/C=C\C[C@H](CC(=O)NCCO)C(=O)N[C@@H](c2ccccc2)COC1=O	-0.7	-3%	-2	7%	-3%	-1%	1%	9%
C=CCOC(=O)c1sc(NC(=O)c2ccco2)nc1C	-1.0	-9%	/	1%	-1%	8%	-9%	1%
COc1ccc(C(=O)NCCc2nnc3ccc(SCC(=O)Nc4ccccc4F)nn23)cc1	-2.4	-8%	5	-15%	-15%	-1%	2%	1%
CN(C)c1ccc(/C=N/NC(=O)c2nonc2N)cc1[N+](=O)[O-]	1.2	27µM*	-6	9%[57.1 µM]	-28%	7%	-2%	-13%
Cc1nnc(SCC(=O)c2c(N)n(C3CC3)c(=O)[nH]c2=O)n1C	2.3	-1%	-1	0%	1%	-3%	-1%	2%
CC1CC(=O)C(C(C2=C(O)CC(C)CC2=O)c2ccccc2)=C(O)C1 (stereo not drawn)	-2.9	12µM*	-4	-9%	-7%	5%	/	-4%
CCOc1ccc(N(CC(=O)Nc2cccc(C)c2C)S(=O)(=O)c2c(C)[nH]c(=O)[nH]c2=O)cc1	-2.0	-12%	2	0%	-13%	5%	0%	2%
CC12CCC(C(S(=O)(=O)Nc3ccccc3)C1=O)C2(C)C (stereo not drawn)	-1.9	1%	-2	6%	-5%	-5%	/	9%
COCc1c(C(=O)NC2CCCCCC2)oc2ccccc12	0.2	6%	1	1%[57.1 µM]	-1%	-2%	0%	3%
Cc1cccc(OCCOC(=O)c2ccc(F)c(S(=O)(=O)N3CCOCC3)c2)c1	0.1	-4%	9	-10%	-5%	6%	0%	-1%
CCCCOC(=O)C(C)c1c(C)[nH]c(=S)[nH]c1=O (stereo not drawn)	-1.7	-8%	0	1%	8%	-3%	-3%	-1%

Source: PubChem
